BH1578 lux ind = inducers of Vibrio cholerae quorum light production without autoinducers. V. cholerae BH1578 lux reporter, luminescence, 6 h. 350,000 compounds, 0.16% hits. AID 588436. activation, % at 18.7 µM; in the data active = activation mostly above about 9.7%, no sharp cut-off; also: not every result past the cut was called active; inactives centre near 0; reference of the scale not given here
PrPC TRFRET = reduces human prion protein on the cell surface; 370,000 compounds, 0.43% hits; cell surface PrPC, TR-FRET read-out; inhibition, % at 13.8 µM; in the data active = inhibition above about 24%; also: 0% = median of the test wells and 100% = reference compound wells
3CLpro inhibitor = SARS-CoV 3CLpro protease inhibition; inhibition, % at 6 µM; AID 1706; 290,000 compounds, 0.14% hits; P0C6X7; recombinant SARS-CoV 3CLpro, quenched FRET peptide cleavage; in the data active = inhibition above about 12%
TcdB inh = TcdB glycohydrolase inhibition | P18177 | 350,000 compounds, 0.24% hits | TcdB glycohydrolase enzymatic assay, plate reader | inhibition, % at 9.99 µM; in the data active = inhibition above about 10%
Target sequence (P18177 whole entry, looked up): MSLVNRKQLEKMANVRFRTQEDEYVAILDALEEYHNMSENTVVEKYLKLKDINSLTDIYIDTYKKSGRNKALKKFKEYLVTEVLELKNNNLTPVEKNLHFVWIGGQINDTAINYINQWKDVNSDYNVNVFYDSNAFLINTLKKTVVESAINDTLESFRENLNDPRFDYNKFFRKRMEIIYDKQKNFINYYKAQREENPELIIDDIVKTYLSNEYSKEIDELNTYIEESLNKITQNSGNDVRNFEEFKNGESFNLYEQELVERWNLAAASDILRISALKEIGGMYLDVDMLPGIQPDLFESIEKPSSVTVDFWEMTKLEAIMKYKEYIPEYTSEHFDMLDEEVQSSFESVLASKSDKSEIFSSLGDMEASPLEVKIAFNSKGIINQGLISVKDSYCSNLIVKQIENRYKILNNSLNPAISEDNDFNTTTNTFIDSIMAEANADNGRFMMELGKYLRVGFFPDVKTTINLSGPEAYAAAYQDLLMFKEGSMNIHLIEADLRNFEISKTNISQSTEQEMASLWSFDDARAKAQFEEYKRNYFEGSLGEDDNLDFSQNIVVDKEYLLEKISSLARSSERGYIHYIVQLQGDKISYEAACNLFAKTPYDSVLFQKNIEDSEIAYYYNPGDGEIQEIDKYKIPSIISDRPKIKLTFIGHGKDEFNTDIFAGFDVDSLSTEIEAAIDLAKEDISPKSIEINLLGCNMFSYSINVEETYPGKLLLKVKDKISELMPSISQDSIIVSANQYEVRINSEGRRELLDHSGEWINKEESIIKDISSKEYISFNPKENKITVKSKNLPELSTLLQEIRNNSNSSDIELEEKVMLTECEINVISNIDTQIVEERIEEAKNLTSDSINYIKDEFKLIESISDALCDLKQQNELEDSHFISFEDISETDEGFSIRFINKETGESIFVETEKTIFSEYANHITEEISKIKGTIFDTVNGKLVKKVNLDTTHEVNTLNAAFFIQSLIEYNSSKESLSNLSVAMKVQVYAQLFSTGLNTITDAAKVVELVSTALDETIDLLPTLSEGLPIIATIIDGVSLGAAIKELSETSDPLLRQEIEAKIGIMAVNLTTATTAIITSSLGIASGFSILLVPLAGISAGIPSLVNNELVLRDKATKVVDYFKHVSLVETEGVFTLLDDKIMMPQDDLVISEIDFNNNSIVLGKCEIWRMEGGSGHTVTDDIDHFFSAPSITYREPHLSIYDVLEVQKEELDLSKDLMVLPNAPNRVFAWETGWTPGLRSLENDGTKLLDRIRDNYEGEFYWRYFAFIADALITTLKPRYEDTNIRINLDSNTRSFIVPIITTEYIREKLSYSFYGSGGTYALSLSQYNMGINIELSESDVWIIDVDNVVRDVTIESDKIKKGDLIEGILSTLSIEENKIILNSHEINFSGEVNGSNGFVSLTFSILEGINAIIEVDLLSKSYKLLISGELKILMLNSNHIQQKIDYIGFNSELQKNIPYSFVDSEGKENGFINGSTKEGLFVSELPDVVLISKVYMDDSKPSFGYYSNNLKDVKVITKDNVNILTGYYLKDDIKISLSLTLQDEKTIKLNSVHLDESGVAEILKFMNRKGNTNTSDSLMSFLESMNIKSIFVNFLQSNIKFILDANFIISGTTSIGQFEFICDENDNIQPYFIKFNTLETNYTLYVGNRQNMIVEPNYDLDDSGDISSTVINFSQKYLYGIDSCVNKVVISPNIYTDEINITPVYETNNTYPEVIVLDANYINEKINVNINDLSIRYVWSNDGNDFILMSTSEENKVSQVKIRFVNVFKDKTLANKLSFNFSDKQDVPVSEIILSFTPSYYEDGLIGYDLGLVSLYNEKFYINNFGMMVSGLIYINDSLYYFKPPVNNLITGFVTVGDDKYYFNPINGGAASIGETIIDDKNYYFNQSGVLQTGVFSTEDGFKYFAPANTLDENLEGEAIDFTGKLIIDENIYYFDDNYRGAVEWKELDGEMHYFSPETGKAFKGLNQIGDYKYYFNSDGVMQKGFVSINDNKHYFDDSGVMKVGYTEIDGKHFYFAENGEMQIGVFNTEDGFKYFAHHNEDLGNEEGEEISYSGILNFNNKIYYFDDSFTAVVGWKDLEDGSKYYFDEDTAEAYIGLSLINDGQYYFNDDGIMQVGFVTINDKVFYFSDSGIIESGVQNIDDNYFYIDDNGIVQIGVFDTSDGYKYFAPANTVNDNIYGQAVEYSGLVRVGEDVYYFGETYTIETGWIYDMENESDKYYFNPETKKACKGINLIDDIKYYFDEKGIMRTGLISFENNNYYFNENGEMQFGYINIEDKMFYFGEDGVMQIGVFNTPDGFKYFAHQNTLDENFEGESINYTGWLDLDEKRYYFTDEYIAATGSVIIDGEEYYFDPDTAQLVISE
BoNT A protease = inhibitors of Botulinum neurotoxin A light chain protease | multiplex microsphere protease substrate cleavage, flow cytometry | inhibition, % at 10 µM | 360,000 compounds, 0.17% hits | AID 588499; also: plate controls were buffer without enzyme for full effect and enzyme alone for no effect
PfHsp40 rescue = compounds rescuing yeast from Plasmodium falciparum HSP40 toxicity; S. cerevisiae expressing PfHsp40, growth rescue, ATP luminescence; growth rescue, % at 12.5 µM; 340,000 compounds, 0.68% hits; AID 504582; in the data active = growth rescue above about 28%, passing the limit was not always enough;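 also: yeast W303a lacking pdr1 and pdr3 grown in galactose medium; growth measured after three days at 30 °C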
PriA SSB inh = blocks PriA binding to SSB C-terminal tail. AlphaScreen SSBct-PriA binding, biotinylated peptide. inhibition, % at 33 µM. 430,000 compounds, 0.6% hits; in the data active = inhibition mostly above about 37%, no sharp cut-off; inactive = mostly below about 20%;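 also: plate controls were negative control peptide for no effect and reference peptide for full effect; strong numbers were not always called active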
Yp Topo-I inh = inhibitors of Yersinia pestis topoisomerase I; 360,000 compounds, 0.064% hits; Y. pestis Topo-I cleavage product accumulation, plate reader; activity, % at 10 µM; in the data active = activity above about 50%, passing the limit was not always enough; also: inactives centre near 2
Anthrax LF prot = inhibitors of Bacillus anthracis lethal factor protease; inhibition, % at 10 µM; multiplex microsphere protease cleavage assay, LF; P15917; 360,000 compounds, 0.12% hits; AID 588501; also: plate controls were buffer without enzyme for full effect and enzyme alone for no effect
Starred values were filed as active, the others as inactive; i = inactive; x = not tested or not shown; & = joins results of further samples. Rule as the data show it, unless noted: active = inhibition above about 30%; inconclusive = no clear call, values can overlap the other calls; inactive = below that. Only part of the results is shown; count on the stated rates, not on these rows.

no.	molecule	BH1578 lux ind	PrPC TRFRET	3CLpro inhibitor	TcdB inh	BoNT A protease
1	O=C(NCCn1ccc2ccccc21)c1ccc(S(=O)(=O)N2CCCCC2)cc1	-0.2	0	1	1.1	18
2	Cc1ccc(S(=O)(=O)N2CCN(C(=O)c3cc(S(=O)(=O)N4CCOCC4)c(Cl)cc3Cl)CC2)cc1	-0.3	-8	x	2.5	-0.3
3	Cc1ccc(NC(=O)C(C)Sc2nnc(-c3cccnc3)n2-c2ccccc2)cc1 (stereo unspecified)	-0.6	2	4	x	-0.1
4	COc1cc(C(=S)N2CCOCC2)cc(OC)c1O	i	1	2	-44	-1.0
5	COc1ccccc1C(=O)Nc1ccccc1N1CCN(S(C)(=O)=O)CC1	i	-2	0	x	0.3
6	Cc1ccc(CNC(=O)CN(C)S(=O)(=O)c2ccc(F)cc2)cc1	-0.4	-4	x	0.2	0.7
7	C=CCN1C(=O)c2ccc(C(=O)OCC(=O)N3CCN(c4ccccc4)CC3)cc2C1=O	-2.4	13	x	-3.4	-1.2
8	Cc1ccc(S(=O)(=O)/N=C(\CN2CCOCC2)N2CCCC2)cc1	-11	4	9	x	-0.9
9	CN1C(=O)OC(C)(CCc2ccccc2)C1(C)O (stereo unspecified)	i	1	1	x	-0.5
10	Cc1ccc(Cl)c(OCC(=O)Nc2ccc(S(=O)(=O)NC3=NCCCCC3)cc2)c1	i	3	x	-1.4	-0.5

no.	PfHsp40 rescue	PriA SSB inh	Yp Topo-I inh	Anthrax LF prot
1	0.8	-11	21	11
2	1.9	4	17	-4
3	-0.7	3	26	2
4	-0.3	-6	-7	2
5	-1.7	-18	9	1
6	-1.3	-2	-6	5
7	0.4	-10	7	-1
8	-1.6	x	-4	-8
9	-1.2	-11	0	0
10	1.7	-17	17	-2

Following part:
no.	molecule	BH1578 lux ind	PrPC TRFRET	3CLpro inhibitor	TcdB inh	BoNT A protease
11	CCN(CC)CCNS(=O)(=O)c1ccc2[nH]cc(C(=O)O)c(=O)c2c1	-0.5	3	4	1.4	-2.5
12	O=C(O)c1ccc(S(=O)(=O)N2CCc3ccccc3C2)cc1	-0.8	7	6	-2.2	-0.1
13	COc1ccc(C(=O)N[C@H](C(=O)NCc2cccs2)C(C)C)cc1	-0.3	-2	-1	-0.4	1.1
14	CC1CN(C(=S)NC(=O)c2ccco2)CC(C)O1 (stereo unspecified)	-0.1	-3	0	7.0	-0.7
15	COc1c(Br)cc(Br)cc1/C=N/NC(=O)c1cccnc1	1.0	8	6	0.4	1.5
16	O=C1NC(=O)N(Cc2ccccc2Cl)C(=O)/C1=C/N1CCOCC1	i	-5	-2	x	0.5
17	CCOC(=O)CSc1nnc(CNc2cccc(Cl)c2)n1C	-0.9	3	1	x	-2.2
18	COCCNc1nc(-c2cc3ccccc3o2)cs1	i	-11	6	x	-0.4
19	Sc1oc(-c2ccccc2)cc1C=Nc1ccccc1	-0.6	-1	3	0.4	-2.1
20	CC(C)C(CC(=O)NCc1ccco1)c1ccco1 (stereo unspecified)	-0.3	-3	-2	x	0.6

no.	PfHsp40 rescue	PriA SSB inh	Yp Topo-I inh	Anthrax LF prot
11	-1.4	1	8	-7
12	0.3	-20	10	-2
13	-1.2	-18	-13	0
14	-0.2	-3	-6	0
15	-0.5	x	7	-3
16	-0.1	1	-5	-1
17	0.0	-3	-5	-4
18	0.5	10	16	-1
19	6.8	41*	-12	-4
20	-0.2	-3	8	2

Shown with each value named: entries from further up
(17) CCOC(=O)CSc1nnc(CNc2cccc(Cl)c2)n1C
  BH1578 lux ind: -0.9	PrPC TRFRET: 3	3CLpro inhibitor: 1	TcdB inh: x	BoNT A protease: -2.2	PfHsp40 rescue: 0.0	PriA SSB inh: -3	Yp Topo-I inh: -5	Anthrax LF prot: -4
(18) COCCNc1nc(-c2cc3ccccc3o2)cs1
  BH1578 lux ind: i	PrPC TRFRET: -11	3CLpro inhibitor: 6	TcdB inh: x	BoNT A protease: -0.4	PfHsp40 rescue: 0.5	PriA SSB inh: 10	Yp Topo-I inh: 16	Anthrax LF prot: -1
(19) Sc1oc(-c2ccccc2)cc1C=Nc1ccccc1
  BH1578 lux ind: -0.6	PrPC TRFRET: -1	3CLpro inhibitor: 3	TcdB inh: 0.4	BoNT A protease: -2.1	PfHsp40 rescue: 6.8	PriA SSB inh: 41*	Yp Topo-I inh: -12	Anthrax LF prot: -4

Profiles as entered above:
Sc1oc(-c2ccccc2)cc1C=Nc1ccccc1 reads BH1578 lux ind = -0.6; PrPC TRFRET = -1; 3CLpro inhibitor = 3; TcdB inh = 0.4; BoNT A protease = -2.1; PfHsp40 rescue = 6.8; PriA SSB inh = 41*; Yp Topo-I inh = -12; Anthrax LF prot = -4
CC1CN(C(=S)NC(=O)c2ccco2)CC(C)O1 (stereo unspecified) reads BH1578 lux ind = -0.1; PrPC TRFRET = -3; 3CLpro inhibitor = 0; TcdB inh = 7.0; BoNT A protease = -0.7; PfHsp40 rescue = -0.2; PriA SSB inh = -3; Yp Topo-I inh = -6; Anthrax LF prot = 0

Additional compounds
no.	molecule	BH1578 lux ind	PrPC TRFRET	3CLpro inhibitor	TcdB inh	BoNT A protease
21	COc1ccc(C(=O)COC(=O)CNC(=O)c2ccc(C)s2)c(OC)c1	i	-1	x	0.7	-0.1
22	CCOc1ccccc1NC(=O)C1CCCCN1S(=O)(=O)c1ccccc1 (stereo unspecified)	7.1	6	x	0.6	-0.7
23	CCC(=O)Nn1c(C2CCC2)nc2ccccc2c1=O	-0.8	4	2	0.3	-1.1
24	CC(=O)Nc1ccc(-n2nnnc2SCC(=O)Nc2cccc(NC(=O)c3ccco3)c2)cc1	i	-1	6	-0.3	-0.3
25	Nc1nc(OCC(F)(F)F)cc(Oc2ccccc2F)n1	i	-3	5	x	-0.6
26	COc1cc2c(cc1OC)C(c1ccccc1)NCC2 (stereo unspecified)	i	6	-1	-1.2	-0.1
27	N#C/C(=C\c1ccc(Cl)cc1Cl)c1n[nH]c(Cn2cncn2)n1	i	-1	2	x	0.1
28	CC(CNC(=O)Cn1ccc(N)nc1=O)c1ccccc1 (stereo unspecified)	-7.1	-5	x	0.2	-0.7
29	CCOC(=O)C[C@H]1c2cc(F)ccc2S(=O)(=O)N1C1CCCC1	i	3	x	1.4	-0.1
30	COC(=O)C12CCc3c(ccc4cc(OC)ccc34)C1=CC(=O)C2 (stereo unspecified)	-1.3	-7	x	2.2	0.8

no.	PfHsp40 rescue	PriA SSB inh	Yp Topo-I inh	Anthrax LF prot
21	-0.7	-6	5	2
22	-0.6	-29	21	4
23	-0.7	-1	6	11
24	-0.8	13	1	-5
25	0.4	-8	0	-2
26	2.1	-2	-5	4
27	-1.0	-13	-2	3
28	-0.9	2	0	-9
29	0.2	-21	8	-1
30	-0.4	-15	11	-2

(list continues)
no.	molecule	BH1578 lux ind	PrPC TRFRET	3CLpro inhibitor	TcdB inh	BoNT A protease
31	Cc1c(C(=O)N2CCN(c3ccccc3)CC2)oc2c1C(=O)CC(C)(C)C2	i	-3	-1	2.4	12
32	OCC1(Cc2ccccc2)CCCN(C2CCCC2)C1 (stereo unspecified)	i	-3	-1	0.5	-1.2
33	O=C1CCN(Cc2ccc(Cl)cc2Cl)C(=O)N1	i	3	x	0.2	-0.5
34	Cc1cc(C)c(C(O)c2ncc(-c3ccccc3F)[nH]2)c(C)c1 (stereo unspecified)	-0.8	-7	x	3.4	0.4
35	CCOC(=O)c1cc(C#N)c(SCC(=O)O)[nH]c1=O	i	8	1	-0.6	0.3
36	Cc1ccc(NC(=S)Nc2ccc(Br)cc2)cc1	x	11	-2	-2.3	0.0
37	COC(=O)c1c(-c2ccccc2Cl)noc1-c1cnc(N)nc1C(F)(F)F	0.9	-1	2	0.5	0.9
38	O=C(CSc1nnc(-c2ccccc2)n1CC1CCCO1)N1CCCC1 (stereo unspecified)	-0.4	7	3	0.4	-0.1
39	Cc1cc(C)nc(NS(=O)(=O)c2ccc(N3C(=O)C4C5C=CC(C5)C4C3=O)cc2)n1 (stereo unspecified)	-0.3	7	-1	x	1.0
40	CC(C)Sc1nc2ccccc2[nH]1	i	1	-2	0.7	1.3

no.	PfHsp40 rescue	PriA SSB inh	Yp Topo-I inh	Anthrax LF prot
31	1.4	-8	24	3
32	0.2	-9	-8	-7
33	-0.6	-4	-6	-8
34	x	x	-7	-3
35	-1.0	3	1	1
36	-0.3	3	1	-3
37	-1.8	-14	12	0
38	-1.9	-6	8	4
39	0.3	3&-8	5	9
40	-1.4	7&-25	-8	8

(listing goes on)
no.	molecule	BH1578 lux ind	PrPC TRFRET	3CLpro inhibitor	TcdB inh	BoNT A protease
41	CC(=O)N1CCCc2cc(S(=O)(=O)N3CCCC(C(=O)Nc4cc(C)ccc4C)C3)ccc21 (stereo unspecified)	-0.3	8	-4	1.4	-2.0
42	CCOc1ccc(S(=O)(=O)n2cc(-c3ccccc3)c(N)n2)cc1	-0.2	0	2	2.4	-2.5
43	Cn1c2ccccc2c2nn(-c3ccccc3)c(=O)cc21	-4.2	-25	-2	x	1.2
44	FC(F)(F)c1ccc(-n2ccnc2)nc1	-0.7	3	4	2.6	-0.4
45	CC12CN3CC(C)(CN(C1)C3c1ccccc1F)C2 (stereo unspecified)	0.5	-5	5	0.0	0.7
46	CCn1cc(C(=O)NCc2ccccc2F)c(=O)c2ccc(C)nc21	0.6	x	-1	x	0.2
47	CC(=O)NNc1cc(N2CCOCC2)nc(N2CCOCC2)n1	-0.3	-7	3	2.3	0.4
48	Clc1cccc(/C=N/Nc2nc(Cl)nc3ccccc23)c1	-0.1	4	-8	x	-4.3
49	COc1ccc2c(c1)c1nc3ccccc3nc1n2Cc1ccc(OC(C)C)c(OC)c1	i	1	6	x	19
50	COc1cc(NC(=O)c2cccc(S(=O)(=O)N3CCCCC3)c2)cc(OC)c1OC	i	13	x	0.9	-1.6

no.	PfHsp40 rescue	PriA SSB inh	Yp Topo-I inh	Anthrax LF prot
41	0.2	-12	7	-3
42	-0.2	-16	2	-3
43	0.4	-24	1	2
44	-0.8	-12	-7	1
45	61*	2	-9	6
46	0.4	-9	-1	-18
47	-0.8	-12	6	1
48	-0.1	x	0	-3
49	-1.0	-52	10	8
50	-0.7	-7	7	-3

Other compounds follow:
no.	molecule	BH1578 lux ind	PrPC TRFRET	3CLpro inhibitor	TcdB inh	BoNT A protease
51	COc1ccc(C(=S)N2CCCC2)cc1OC	i	-6	0	x	-0.4
52	Cc1ccc2c(c1)C1(C(=O)N2C)N2CC3(C)CN1CC(C)(C2)C3=O (stereo unspecified)	-5.0	-1	-1	x	0.1
53	COc1ccc2c(CN3CCN(c4ccccc4OC)CC3)cc(=O)oc2c1	x	6	x	1.3	-0.8
54	Cc1ccc(NC(=O)NC(=O)COc2ccc(Cl)cc2Cl)c(C)c1	-0.1	-1	-6	0.1	2.3
55	COc1ccc(N(Cc2cc3cc(OC)ccc3[nH]c2=O)S(=O)(=O)c2ccc(NC(C)=O)cc2)cc1	-0.2	4	0	2.0	-0.9
56	O=C(CN1C(=O)NC2(CCCCCC2)C1=O)Nc1ccc([N+](=O)[O-])cc1	i	-13	x	0.4	-0.6

no.	PfHsp40 rescue	PriA SSB inh	Yp Topo-I inh	Anthrax LF prot
51	0.2	-11	-2	3
52	-1.3	-5	-6	5
53	x	x	x	-1
54	-0.8	-12	-2	1
55	-0.2	-9	13	0
56	-0.8	-15	-6	3

Screens from PubChem.
